Screens (PubChem)
NSD2 block = inhibitors of human NSD2 methyltransferase | inhibition, % at 12.5 µM | O96028 | 0.07% of 44,000 active | NSD2-SET H3K36me1 DELFIA fluorescence, biochemical | AID 624260; in the data active = inhibition above about 54%, passing the limit was not always enough; inconclusive = no clear call, values can overlap the other calls;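 also: inhibitors reduce the monomethyl H3K36 fluorescence signal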
Target sequence (O96028 whole entry, looked up): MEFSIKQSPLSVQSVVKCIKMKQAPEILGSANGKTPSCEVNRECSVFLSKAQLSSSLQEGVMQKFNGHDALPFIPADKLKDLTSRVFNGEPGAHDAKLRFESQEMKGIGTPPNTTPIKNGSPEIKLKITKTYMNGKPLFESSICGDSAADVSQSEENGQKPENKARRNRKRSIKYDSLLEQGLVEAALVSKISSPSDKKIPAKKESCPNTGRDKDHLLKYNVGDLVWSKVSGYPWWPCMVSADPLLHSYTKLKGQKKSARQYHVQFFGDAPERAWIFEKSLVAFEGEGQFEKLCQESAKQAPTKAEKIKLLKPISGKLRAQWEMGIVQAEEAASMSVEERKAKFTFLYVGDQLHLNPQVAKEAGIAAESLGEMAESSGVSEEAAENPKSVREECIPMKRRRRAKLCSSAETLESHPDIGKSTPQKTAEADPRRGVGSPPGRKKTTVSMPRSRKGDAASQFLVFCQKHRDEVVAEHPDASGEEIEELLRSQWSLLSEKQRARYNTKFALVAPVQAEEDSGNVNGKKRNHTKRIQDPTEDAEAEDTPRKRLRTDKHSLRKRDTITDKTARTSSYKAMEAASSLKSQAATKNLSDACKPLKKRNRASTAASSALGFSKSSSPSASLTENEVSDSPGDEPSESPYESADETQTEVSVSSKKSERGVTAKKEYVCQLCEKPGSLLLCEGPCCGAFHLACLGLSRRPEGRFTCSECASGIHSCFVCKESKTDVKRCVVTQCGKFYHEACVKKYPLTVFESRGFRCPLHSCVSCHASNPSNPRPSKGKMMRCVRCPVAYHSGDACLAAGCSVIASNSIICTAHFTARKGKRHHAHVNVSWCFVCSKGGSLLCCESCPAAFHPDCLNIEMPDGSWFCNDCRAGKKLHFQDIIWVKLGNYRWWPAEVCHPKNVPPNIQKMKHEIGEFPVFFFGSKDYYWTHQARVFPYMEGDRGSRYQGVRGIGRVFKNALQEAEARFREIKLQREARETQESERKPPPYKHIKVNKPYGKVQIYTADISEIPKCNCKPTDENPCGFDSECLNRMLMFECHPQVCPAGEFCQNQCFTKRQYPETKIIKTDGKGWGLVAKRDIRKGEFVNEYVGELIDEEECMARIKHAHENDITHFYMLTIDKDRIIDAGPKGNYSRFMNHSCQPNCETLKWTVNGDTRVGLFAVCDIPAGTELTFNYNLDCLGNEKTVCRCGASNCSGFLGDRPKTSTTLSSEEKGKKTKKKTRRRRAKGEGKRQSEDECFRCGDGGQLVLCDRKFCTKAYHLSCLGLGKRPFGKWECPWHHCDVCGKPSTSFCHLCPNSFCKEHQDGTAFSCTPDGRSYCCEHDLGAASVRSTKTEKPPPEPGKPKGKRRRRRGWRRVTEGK
Numbers without * were called inactive.

`C[C@@H]1CN([C@@H](C)CO)S(=O)(=O)c2ccc(-c3ccccc3F)cc2O[C@@H]1CN(C)Cc1ccncc1` gave NSD2 block inconclusive.
`C[C@H]1CN([C@@H](C)CO)C(=O)CCCn2cc(nn2)CO[C@@H]1CN(C)C(=O)Nc1ccc(C(F)(F)F)cc1` gave NSD2 block -1.
C[C@@H]1CN([C@@H](C)CO)C(=O)c2cccc(NC(=O)c3ccncc3)c2O[C@@H]1CN(C)C(=O)Nc1ccc(C(F)(F)F)cc1 was read as NSD2 block -3.
`C[C@@H]1CN([C@@H](C)CO)C(=O)Cc2cc(NC(=O)Cc3ccccc3)ccc2O[C@@H]1CN(C)S(C)(=O)=O` gave NSD2 block 6.
C[C@@H]1CN([C@@H](C)CO)C(=O)Cc2cc(NS(=O)(=O)c3ccccc3)ccc2O[C@H]1CN(C)Cc1ccccc1 was read as NSD2 block 1.
`C[C@@H]1CN([C@@H](C)CO)C(=O)Cc2cc(NC(=O)CCCCCC(=O)Nc3ccccc3N)ccc2O[C@@H]1CN(C)C(=O)Nc1ccc2c(c1)OCO2` gave NSD2 block -7.
Cc1ccc(S(=O)(=O)N2CCC[C@H]2CN=[N+]=[N-])cc1 was read as NSD2 block -3.
`COC(=O)C1(Cc2ccc(O)c(CC3OC3(C)C)c2)OC(=O)C(=O)C1c1ccc(O)cc1` (stereo not given) gave NSD2 block -8.
Screening CC(C)NC(=O)Nc1ccc2c(c1)C(=O)N([C@H](C)CO)C[C@@H](C)[C@@H](CN(C)S(=O)(=O)c1ccc(Cl)cc1)OCCCC[C@@H](C)O2 returned NSD2 block -5.
Screening CC(C)(C)OC(=O)N1CCC[C@H]1/C=N/NC(=O)c1ccccn1 returned NSD2 block 6.
Screening C[C@H](CO)N1C[C@H](C)[C@@H](CN(C)Cc2ccc(C(=O)Nc3ccccc3N)cc2)Oc2ccc(NC(=O)Cc3ccccc3)cc2C1=O returned NSD2 block 0.
For CNC[C@@H]1Oc2ccc(NS(=O)(=O)c3ccc(C)cc3)cc2C(=O)N([C@@H](C)CO)C[C@H]1C the results were NSD2 block -7.
Cc1noc(C)c1NC(=O)N(C)C[C@@H]1Oc2ccc(NC(=O)CCCCCC(=O)Nc3ccccc3N)cc2CC(=O)N([C@@H](C)CO)C[C@@H]1C was read as NSD2 block -2.
For C[C@@H]1CN([C@H](C)CO)C(=O)Cc2cc(NC(=O)Cn3cnnn3)ccc2O[C@H]1CN(C)Cc1ccncc1 the results were NSD2 block -17.
Screening C[C@H](CO)N1C[C@H](C)[C@@H](CN(C)Cc2ccccc2)Oc2ccc(NC(=O)Nc3cccc4ccccc34)cc2CC1=O returned NSD2 block 2.
`C[C@H](CO)N1C[C@H](C)[C@H](CN(C)C(=O)Nc2ccc(C(F)(F)F)cc2)Oc2c(NC(=O)CCCCCC(=O)Nc3ccccc3N)cccc2C1=O` gave NSD2 block -7.
For C[C@@H]1CN([C@H](C)CO)C(=O)c2cc(NS(=O)(=O)c3ccc(F)cc3)ccc2O[C@H]1CN(C)Cc1ccc(C(=O)Nc2ccccc2N)cc1 the results were NSD2 block -1.
Screening COc1ccc(CN(C)C[C@@H]2Oc3ccc(NS(=O)(=O)c4c(C)noc4C)cc3CC(=O)N([C@H](C)CO)C[C@@H]2C)cc1 returned NSD2 block 1.
For C/C=C/c1cnc2c(c1)C(=O)N([C@@H](C)CO)C[C@@H](C)[C@@H](CN(C)Cc1ccccc1F)O2 the results were NSD2 block 0.
For C[C@@H]1CN([C@@H](C)CO)C(=O)c2cc(NC(=O)Cc3ccccc3)ccc2O[C@@H](C)CCCCO[C@@H]1CN(C)Cc1ccncc1 the results were NSD2 block -5.

Entries shown so far with fluorine, in the order listed:
`C[C@@H]1CN([C@@H](C)CO)S(=O)(=O)c2ccc(-c3ccccc3F)cc2O[C@@H]1CN(C)Cc1ccncc1` gave NSD2 block inconclusive.
`C[C@H]1CN([C@@H](C)CO)C(=O)CCCn2cc(nn2)CO[C@@H]1CN(C)C(=O)Nc1ccc(C(F)(F)F)cc1` gave NSD2 block -1.
C[C@@H]1CN([C@@H](C)CO)C(=O)c2cccc(NC(=O)c3ccncc3)c2O[C@@H]1CN(C)C(=O)Nc1ccc(C(F)(F)F)cc1 was read as NSD2 block -3.
`C[C@H](CO)N1C[C@H](C)[C@H](CN(C)C(=O)Nc2ccc(C(F)(F)F)cc2)Oc2c(NC(=O)CCCCCC(=O)Nc3ccccc3N)cccc2C1=O` gave NSD2 block -7.
For C[C@@H]1CN([C@H](C)CO)C(=O)c2cc(NS(=O)(=O)c3ccc(F)cc3)ccc2O[C@H]1CN(C)Cc1ccc(C(=O)Nc2ccccc2N)cc1 the results were NSD2 block -1.
For C/C=C/c1cnc2c(c1)C(=O)N([C@@H](C)CO)C[C@@H](C)[C@@H](CN(C)Cc1ccccc1F)O2 the results were NSD2 block 0.

Remaining list, next part.
For CC(C)CC#Cc1cnc2c(c1)C(=O)N([C@H](C)CO)C[C@H](C)[C@H](CN(C)C(=O)Nc1cc(F)ccc1F)O2 the results were NSD2 block -6.
For C[C@H](CO)N1C[C@H](C)[C@@H](CN(C)C(=O)Nc2ccc(F)cc2)Oc2ccc(NS(=O)(=O)c3cn(C)cn3)cc2CC1=O the results were NSD2 block 2.
Cc1ccc(S(=O)(=O)Nc2ccc3c(c2)C(=O)N([C@H](C)CO)C[C@@H](C)[C@@H](CN(C)Cc2ccccc2)O3)cc1 was read as NSD2 block 6.
For C[C@@H]1CCCCO[C@H](CN(C)C(=O)Nc2ccc3c(c2)OCO3)[C@H](C)CN([C@@H](C)CO)C(=O)c2cc(NC(=O)c3ccncc3)ccc2O1 the results were NSD2 block -3.
`Cc1noc(C)c1S(=O)(=O)N(C)C[C@@H]1Oc2c(NS(C)(=O)=O)cccc2C(=O)N([C@@H](C)CO)C[C@H]1C` gave NSD2 block 3.
COc1ccc(S(=O)(=O)N(C)C[C@H]2OCCCC[C@H](C)Oc3ccc(NC(=O)C4CCCCC4)cc3C(=O)N([C@H](C)CO)C[C@H]2C)cc1 was read as NSD2 block -7.
Screening C[C@H](CO)N1C[C@H](C)[C@H](CN(C)C(=O)c2cccc(F)c2)Oc2ncc(-c3ccncc3)cc2C1=O returned NSD2 block 3.
`CCCNC(=O)N(C)C[C@@H]1Oc2ncc(/C=C/c3ccccc3)cc2C(=O)N([C@H](C)CO)C[C@H]1C` gave NSD2 block -1.
For C[C@@H]1CN([C@@H](C)CO)C(=O)c2cc(NC(=O)Cc3ccccc3)ccc2O[C@@H](C)CCCCO[C@H]1CN(C)C(=O)c1ccncc1 the results were NSD2 block -3.
For Cc1noc(C)c1NC(=O)N(C)C[C@H]1OCCCC[C@H](C)Oc2ccc(NS(=O)(=O)c3ccc(Cl)cc3)cc2C(=O)N([C@@H](C)CO)C[C@H]1C the results were NSD2 block 2.
CNC[C@H]1Oc2cc(C#CC(C)(C)O)ccc2S(=O)(=O)N([C@@H](C)CO)C[C@@H]1C was read as NSD2 block -2.
C[C@H](CO)N1C[C@H](C)[C@@H](CN(C)C(=O)c2cnccn2)Oc2ncc(C#Cc3ccccn3)cc2C1=O was read as NSD2 block 0.
C[C@@H]1CN([C@H](C)CO)C(=O)c2cc(NS(C)(=O)=O)ccc2O[C@@H](C)CCCCO[C@@H]1CN(C)S(=O)(=O)c1ccc(Cl)cc1 was read as NSD2 block 4.
For C[C@@H]1CN([C@@H](C)CO)C(=O)c2cc(-c3cncnc3)cnc2O[C@H]1CN(C)Cc1cncnc1 the results were NSD2 block -7.
For CCC(=O)N(C)C[C@@H]1Oc2ncc(-c3cccc(OC)c3)cc2C(=O)N([C@H](C)CO)C[C@H]1C the results were NSD2 block -2.
C[C@H](CO)N1C[C@H](C)[C@H](CN(C)C(=O)Nc2cccc3ccccc23)Oc2ccc(NC(=O)CCCCCC(=O)Nc3ccccc3N)cc2CC1=O was read as NSD2 block 4.
CCCC#Cc1ccc2c(c1)O[C@H](CN(C)Cc1ccc3c(c1)OCO3)[C@H](C)CN([C@H](C)CO)S2(=O)=O was read as NSD2 block 1.
Screening COCC#Cc1ccc2c(c1)O[C@@H](CN(C)C(=O)c1ccccc1)[C@H](C)CN([C@H](C)CO)S2(=O)=O returned NSD2 block -3.
Screening COc1ccc(NC(=O)N(C)C[C@@H]2OCCCC[C@@H](C)Oc3ccc(NS(=O)(=O)c4ccc(C)cc4)cc3C(=O)N([C@H](C)CO)C[C@H]2C)cc1 returned NSD2 block -4.
Screening CN(C)C(=O)C[C@H]1C[C@H]2c3cc(NS(C)(=O)=O)ccc3O[C@H]2[C@H](CO)O1 returned NSD2 block 4.
CC1(CO)C=Cc2c(cc(O)c3c(=O)c(-c4ccc(O)cc4)coc23)O1 (stereo not given) was read as NSD2 block 16.
`Cc1ccc(S(=O)(=O)Nc2ccc3c(c2)C(=O)N([C@H](C)CO)C[C@@H](C)[C@@H](CN(C)C(=O)Cc2ccccc2)OCCCC[C@H](C)O3)cc1` gave NSD2 block -6.
For COc1ccc(C#Cc2cnc3c(c2)C(=O)N([C@H](C)CO)C[C@H](C)[C@H](CN(C)C(=O)NC(C)C)O3)cc1OC the results were NSD2 block -2.
Screening C[C@@H]1CN([C@@H](C)CO)C(=O)c2cc(C#Cc3ccccc3F)cnc2O[C@H]1CN(C)S(C)(=O)=O returned NSD2 block 7.
For Cc1noc(C)c1NC(=O)N(C)C[C@@H]1Oc2c(NC(=O)c3ccncc3)cccc2C(=O)N([C@H](C)CO)C[C@H]1C the results were NSD2 block 0.
For C[C@@H]1CCCCO[C@@H](CN(C)C(=O)NC2CCCCC2)[C@@H](C)CN([C@@H](C)CO)C(=O)c2cc(NC(=O)CCC(F)(F)F)ccc2O1 the results were NSD2 block 1.
Screening C[C@@H]1CN([C@@H](C)CO)C(=O)c2cc(-c3ccncc3)cnc2O[C@H]1CN(C)S(=O)(=O)c1ccc(F)cc1 returned NSD2 block 5.
`O=C(C[C@@H]1CC[C@H](NC(=O)C2CCOCC2)[C@@H](CO)O1)NCC1CCCCC1` gave NSD2 block 7.
For COc1ccc(NC(=O)Nc2ccc3c(c2)C(=O)N([C@@H](C)CO)C[C@@H](C)[C@@H](CN(C)C(=O)Nc2ccccc2)OCCCC[C@H](C)O3)cc1 the results were NSD2 block 5.
For O=C(C[C@@H]1C[C@@H]2c3cc(NC(=O)Nc4ccccc4)ccc3O[C@@H]2[C@@H](CO)O1)NC1CCCC1 the results were NSD2 block 2.

A draw from above in order of number of heavy atoms, lowest first.
`O=C(C[C@@H]1CC[C@H](NC(=O)C2CCOCC2)[C@@H](CO)O1)NCC1CCCCC1` gave NSD2 block 7.
Screening C[C@@H]1CN([C@@H](C)CO)C(=O)c2cc(C#Cc3ccccc3F)cnc2O[C@H]1CN(C)S(C)(=O)=O returned NSD2 block 7.
Screening C[C@@H]1CN([C@@H](C)CO)C(=O)c2cc(-c3ccncc3)cnc2O[C@H]1CN(C)S(=O)(=O)c1ccc(F)cc1 returned NSD2 block 5.

(list continues)
C[C@H]1CN([C@@H](C)CO)C(=O)CCCn2cc(nn2)CO[C@@H]1CN(C)C(=O)Nc1ccccc1C(F)(F)F was read as NSD2 block -9.
For C[C@@H]1CN([C@H](C)CO)C(=O)Cc2cc(NC(=O)Nc3cccc4ccccc34)ccc2O[C@H]1CN(C)Cc1ccc(C(F)(F)F)cc1 the results were NSD2 block 1.
For CC(C)CC#Cc1cnc2c(c1)C(=O)N([C@@H](C)CO)C[C@H](C)[C@@H](CN(C)C(=O)Nc1cccc(F)c1)O2 the results were NSD2 block 2.
Screening O=C(C[C@@H]1C[C@@H]2c3cc(NC(=O)Nc4ccc(C(F)(F)F)cc4)ccc3O[C@@H]2[C@@H](CO)O1)NC1CCCCC1 returned NSD2 block 9.
`CN(C)C(=O)C[C@H]1C[C@H]2c3cc(NC(=O)Nc4ccc(F)cc4)ccc3O[C@H]2[C@@H](CO)O1` gave NSD2 block 5.
Screening C[C@H](CO)N1C[C@H](C)[C@@H](CN(C)Cc2ccc(C(F)(F)F)cc2)Oc2ccc(NC(=O)CCCN(C)C)cc2CC1=O returned NSD2 block 7.
Screening C[C@@H]1CN([C@H](C)CO)S(=O)(=O)c2ccc(-c3ccncc3)cc2O[C@@H]1CN(C)Cc1ccc(Oc2ccccc2)cc1 returned NSD2 block 5.
`COC(=O)c1[nH]nc2c1C(=O)N(C1CCCCC1)C2=O` gave NSD2 block -6.
Screening C[C@@H]1CN([C@@H](C)CO)C(=O)c2cc(NC(=O)Nc3ccc(F)cc3)ccc2O[C@@H](C)CCCCO[C@@H]1CN(C)CC1CCCCC1 returned NSD2 block 2.
Screening CC(C)CC#Cc1cnc2c(c1)C(=O)N([C@H](C)CO)C[C@H](C)[C@@H](CN(C)Cc1ccccc1F)O2 returned NSD2 block -6.
`CNC(=O)C1OC(n2cnc3c(NCc4cccc(I)c4)nc(Cl)nc32)C(O)C1O` (stereo not given) gave NSD2 block -7.
`COc1ccc(S(=O)(=O)Nc2ccc3c(c2)C(=O)N([C@H](C)CO)C[C@H](C)[C@@H](CN(C)C(=O)Cc2ccccc2)OCCCC[C@H](C)O3)cc1` gave NSD2 block -3.
Cc1noc(C)c1S(=O)(=O)Nc1ccc2c(c1)CC(=O)N([C@H](C)CO)C[C@H](C)[C@@H](CN(C)C(=O)Nc1ccc(F)cc1)O2 was read as NSD2 block 6.
C[C@H](CO)N1C[C@H](C)[C@@H](CN(C)Cc2ccc(Oc3ccccc3)cc2)Oc2cc(-c3ccncc3)ccc2S1(=O)=O was read as NSD2 block -3.
For C[C@H]1CN([C@@H](C)CO)C(=O)Cc2cc(NC(=O)C3CCCCC3)ccc2O[C@@H]1CN(C)S(=O)(=O)c1ccc(Cl)cc1 the results were NSD2 block -1.
`Cc1cc(C(=O)Nc2cccc3c2O[C@@H](CN(C)Cc2ccccc2)[C@@H](C)CN([C@@H](C)CO)C3=O)n(C)n1` gave NSD2 block 1.
C[C@H]1CN([C@@H](C)CO)C(=O)Cc2cc(NC(=O)Cc3cn(C)c4ccccc34)ccc2O[C@H]1CN(C)Cc1ccc(-c2ccccc2)cc1 was read as NSD2 block -5.
Screening C[C@@H]1CN([C@@H](C)CO)C(=O)c2cc(N(C)C)ccc2O[C@@H](C)CCCCO[C@H]1CN(C)Cc1ccncc1 returned NSD2 block 3.

Only part of the results is shown; count on the stated rates, not on these rows.
